PfHsp90 set2 = growth inhibition of yeast expressing Plasmodium Hsp90; inhibition, % at 9.4 µM; 310,000 compounds, 0.32% hits; AID 504621; S. cerevisiae expressing PfHsp90, BacTiter-Glo ATP, 48 h; yeast lacking PDR1 and PDR3 efflux regulators;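 active = every replicate shows inhibition above about 80%, whatever the replicate mean, limit read from the data; inconclusive = mean inhibition reaches the set limit but some replicate falls short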;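 also: 0% = DMSO neutral controls and 100% = 20 µM radicicol positive controls; yeast relying on Plasmodium falciparum Hsp90 in place of its own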
PvdQ acylase = blocks Pseudomonas aeruginosa PvdQ acylase activity; inhibition, % at 10 µM; 340,000 compounds, 0.063% hits; purified PvdQ acylase, fluorescence plate reader; in the data active = inhibition above about 30%, passing the limit was not always enough; inconclusive = no clear call, values can overlap the other calls;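 also: 0% = vehicle neutral wells and 100% = reference inhibitor wells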
Tat transport = E. coli Tat transport inhibition; inhibition, % at 10 µM; 340,000 compounds, 0.036% hits; E. coli MC4100 TorA-mCherry Tat export, fluorescence;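 active = mean replicate inhibition at least 50% and at least half of replicates individually reaching 50%; inconclusive = only one of the two criteria met; inactive = neither criterion met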;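 also: exported cargo escapes ClpAP degradation while cytoplasmic cargo is degraded and loses fluorescence; 0% = median of neutral control wells and 100% = median of NaSCN control wells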
DAGLB inhibitor = blocks human DAGLB lipase activity; 340,000 compounds, 0.059% hits; AID 504411; inhibition, % at 5.17 µM; Q8NCG7; HEK293T DAGLB membrane lysate, EnzChek fluorogenic substrate; in the data active = inhibition above about 34%;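 also: 0% = enzyme with vehicle and 100% = wells lacking enzyme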
Target sequence (Q8NCG7 whole entry, looked up): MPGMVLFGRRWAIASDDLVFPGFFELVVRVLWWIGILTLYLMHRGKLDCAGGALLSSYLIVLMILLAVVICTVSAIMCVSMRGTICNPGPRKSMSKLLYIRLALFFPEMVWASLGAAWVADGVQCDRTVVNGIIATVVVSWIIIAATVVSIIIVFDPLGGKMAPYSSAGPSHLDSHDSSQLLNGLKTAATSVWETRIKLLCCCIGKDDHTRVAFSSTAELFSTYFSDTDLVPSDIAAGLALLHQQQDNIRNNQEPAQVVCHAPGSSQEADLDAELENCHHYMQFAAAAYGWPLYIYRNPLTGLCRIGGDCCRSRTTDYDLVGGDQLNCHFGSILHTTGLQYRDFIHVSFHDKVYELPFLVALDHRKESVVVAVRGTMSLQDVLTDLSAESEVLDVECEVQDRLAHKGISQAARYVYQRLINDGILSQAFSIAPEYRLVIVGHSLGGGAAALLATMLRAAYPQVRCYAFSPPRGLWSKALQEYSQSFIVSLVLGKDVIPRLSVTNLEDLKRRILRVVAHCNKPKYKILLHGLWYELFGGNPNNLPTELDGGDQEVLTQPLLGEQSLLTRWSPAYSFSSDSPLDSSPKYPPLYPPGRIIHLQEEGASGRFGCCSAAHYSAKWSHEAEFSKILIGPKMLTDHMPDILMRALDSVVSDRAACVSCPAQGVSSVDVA
CAL PDZ FP = blocks peptide binding to human CAL PDZ domain; purified CAL PDZ, TMR-peptide fluorescence polarization, 1 h; inhibition, % at 20 µM; 330,000 compounds, 0.02% hits; AID 504414;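 active = highest replicate inhibition of at least 40%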;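 also: plate controls were DMSO neutral control wells for no effect and unlabeled competitor peptide control wells for full effect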
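System: tagged CAL PDZ domain. Schedule: 1 h room-temperature incubation prior to read. Signal: fluorescence polarization (mP). Measure: percent inhibition from loss of millipolarization.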
Rtt109 HAT inh = inhibitors of Candida albicans Rtt109/Vps75 histone acetyltransferase; Q5AAJ8; purified Rtt109/Vps75, ThioGlo CoA-SH fluorescence, 4 h; inhibition, % at 34.9 µM; 330,000 compounds, 0.16% hits;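 active = inhibition of at least 50% in every replicate; inconclusive = best replicate reaches 50% inhibition but some replicates fall short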
Target sequence (Q5AAJ8 whole entry, looked up): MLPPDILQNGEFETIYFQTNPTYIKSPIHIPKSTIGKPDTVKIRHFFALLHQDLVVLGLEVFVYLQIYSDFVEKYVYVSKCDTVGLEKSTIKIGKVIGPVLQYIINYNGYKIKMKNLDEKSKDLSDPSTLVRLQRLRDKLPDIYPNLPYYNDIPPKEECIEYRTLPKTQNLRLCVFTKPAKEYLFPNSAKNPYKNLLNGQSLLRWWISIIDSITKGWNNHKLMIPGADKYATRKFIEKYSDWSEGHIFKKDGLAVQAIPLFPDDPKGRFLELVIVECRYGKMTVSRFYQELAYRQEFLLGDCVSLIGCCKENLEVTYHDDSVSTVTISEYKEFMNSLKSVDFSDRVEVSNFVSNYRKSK
Wnt bcat act = Wnt/beta-catenin pathway activation. Wnt/beta-catenin reporter cell assay, activator, plate reader. activation, % at 9.35 µM. 300,000 compounds, 1.2% hits; in the data active = activation above about 30%, passing the limit was not always enough; inconclusive = no clear call, values can overlap the other calls;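 also: 0% = neutral control wells and 100% = positive control wells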
Ecoli viability = counter-screen for AddAB inhibitors: E. coli growth inhibition; E. coli V3065 growth, OD600 absorbance, 18 h; inhibition, % at 11.9 µM; 330,000 compounds, 0.27% hits;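 active = inhibition above the campaign's mean inhibition across all tested compounds plus 3 SD, cut at about 9.9% in these data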;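 also: uninfected addAB+ strain grown without phage in ampicillin broth; 0% = DMSO wells and 100% = ciprofloxacin 0.95 µg/ml wells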
AddAB inh = less growth of phage-infected E. coli with AddAB; E. coli expressing H. pylori AddAB, absorbance growth; inhibition, % at 11.9 µM; 330,000 compounds, 0.29% hits; AID 435030; in the data active = inhibition above about 12%;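 also: 0% = vehicle wells of infected cells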
phage Ecoli inh = E. coli growth loss with phage present; growth absorbance; inhibition, % at 11.9 µM; 360,000 compounds, 0.26% hits; AID 651602; in the data active = inhibition above about 11%
An asterisk follows results filed as active; ? = inconclusive; · = not tested or not shown.

SMILES	PfHsp90 set2	PvdQ acylase	Tat transport	DAGLB inhibitor	CAL PDZ FP	Rtt109 HAT inh	Wnt bcat act	Ecoli viability	AddAB inh	phage Ecoli inh
S=c1[nH]nc(-c2ccc(Br)cc2)n1Cc1ccccc1	-16	-3	-5	-2	-1.0	·	-22	-0.3	3.3	2.6
COc1ccccc1NC(=O)c1cccc(S(=O)(=O)N2CCN(c3ccccc3)CC2)c1	·	9	4	-3	-0.8	-6	-4	-2.2	0.2	0.9
O=C(O)C1C2CCC(C2)C1C(=O)N1CCCC1 (stereo not drawn)	4	-12	0	1	1.2	3	0	-1.1	0.2	2.7
Cc1ccc(NC(=S)N2CCC(NC(=O)C3CCCCC3)CC2)cc1C	6	-16	23	0	-1.1	-6	-6	0.8	2.3	2.0
N#CCNc1ccc([N+](=O)[O-])cc1C#N	-9	-5	0	1	-0.2	-1	-4	-0.6	1.4	0.8
COc1ccc(CCC(=O)Nc2ccc(N3CCOCC3)cc2)cc1	0	0	-8	5	-2.1	-8	-5	1.5	3.1	-9.6
Cc1ccc(-n2ncc3c(NCc4ccco4)ncnc32)cc1C	-9	-16	9	2	-1.3	-1	8	1.1	2.9	0.5
Brc1cccc(OCCCCn2cncn2)c1	-17	-2	1	-1	-2.2	-1	1	-0.5	-1.3	-2.5
COc1cccc(C(=O)OCC(=O)Nc2sc3c(c2C(N)=O)CCC3)c1O	-1	-12	-3	2	-0.7	0	3	-0.7	-2.1	-0.8
CCNC(=O)Cc1ccc(NS(=O)(=O)c2ccc(F)cc2)cc1	·	11	-9	0	-0.1	4	·	-3.1	-1.6	2.8
COCCC(=O)N1CCC(Oc2ccc(C(=O)NCc3cc(C)n(C)n3)cc2)CC1	-91	-6	-1	1	-0.2	-5	1	3.6	2.5	-1.1
CC(C)C(NC(=O)c1ccccc1F)C(=O)Nc1ccc2c(c1)OCO2 (stereo not drawn)	-18	-24	-9	2	-0.1	-4	-1	1.1	3.9	4.2
CCOc1ccc(C(=O)NCCCn2ccnc2)cc1	-22	-4	2	0	-0.1	4	-3	-1.1	3.4	1.9
N#CCC(=O)Nc1cc(C(F)(F)F)ccc1N1CCOCC1	-8	-5	10	-2	0.4	-3	-1	0.8	2.2	-0.9
O=C(CN1CCOCC1)Nc1ccc(OCc2ccccc2)cc1	·	15	-10	1	·	-2	·	-2.4	0.3	2.8
CCN(C(=O)c1cc2c(=O)n3ccccc3nc2s1)C1CCCCC1	10	-16	11	-3	-3.6	-22	10	-1.6	-0.8	0.7
Cc1cc(-c2c(C)[nH]n(-c3ccc(Cl)cc3)c2=O)n(-c2ccc(Cl)cc2)n1	-2	-2	?	5	-2.3	4	-2	-0.3	1.9	1.7
COc1ccccc1C1CC(c2ccccc2)=NN1C(=S)Nc1ccccc1 (stereo not drawn)	0	-8	-6	-5	-2.0	0	-1	1.4	0.2	3.8
O=C(CCCOc1ccc(Cl)cc1Cl)N/N=C/c1ccccc1	4	-11	-8	-7	0.1	-1	-1	-2.6	2.5	1.6
CCCNC(=O)c1ccc(C2SCC(=O)N2Cc2ccccc2)cc1 (stereo not drawn)	12	-12	2	1	-1.1	-2	-5	-1.6	-0.9	3.6
CCc1ccccc1NC(=O)c1ccc(Cn2cc([N+](=O)[O-])cn2)cc1	·	-4	2	4	-0.2	1	·	-2.1	0.7	1.6
COc1c(Cl)cc(Cl)cc1/C=C/C(=O)c1ccc(NC(=O)c2cccs2)cc1	-14	-1	1	6	-0.2	18	·	-0.2	0.9	5.1
CC(C)CNC(=S)N1CCN(C(c2ccccc2)c2ccccc2)CC1	2	2	-2	-8	-2.2	1	-4	2.4	1.5	4.5
CCN(CC(=O)Nc1c(F)cccc1F)C(=O)c1ccc(-c2ccc(C(C)=O)cc2)o1	14	23	-5	2	0.7	3	6	-0.9	-0.4	-0.3
CNC(=O)NC(=O)CSc1cccc(C(F)(F)F)c1	-2	-6	0	0	-1.4	-4	0	-3.0	-2.2	3.3
Cc1ccc(Cc2c(C)nc3nc(SCC(=O)NCCN4CCOCC4)nn3c2C)cc1	·	8	-6	-1	0.0	1	-1	-0.9	2.4	1.9
CN(Cc1ccccc1)C(=O)CSc1nnc(-c2ccco2)n1-c1ccccc1	11	-10	1	-1	-3.0	-8	-2	-0.2	0.3	0.2
CCOC(=O)C1CCN(Cc2c(O)c3ccccc3oc2=O)CC1	-31	-4	-3	5	-3.1	6	-2	1.7	0.8	4.0
COc1ccccc1C(=O)COC(=O)c1cnc(C)cn1	19	8	9	-1	-2.9	39	-1	-2.0	0.2	0.1
COc1ccc(CN(C)CC(O)COc2ccc(-c3ccccc3)cc2)cc1OC (stereo not drawn)	-13	-3	9	-2	-2.0	43	0	-3.0	2.0	-1.0
COC(=O)c1cc(S(=O)(=O)Nc2c(C)cccc2C)cn1C	7	-1	-5	2	-2.1	-5	-2	-1.3	-0.9	3.9
COC(=O)C1=C(C)NC(=O)/C1=C\c1cc(C)n(-c2ccccc2C)c1C	40	16	5	2	0.2	10	·	-1.5	-2.4	3.5
Cc1c(N2C(=O)C(=O)/C(=C(/O)c3ccccc3)C2c2ccc(F)cc2)c(=O)n(-c2ccccc2)n1C (stereo not drawn)	-38	-4	-6	2	-2.2	1	·	-2.4	1.0	3.3
NC(=O)c1c(NC(=O)C2CCCO2)sc2c1CCCCC2 (stereo not drawn)	-32	-12	-9	0	-0.4	-1	-1	-0.2	1.4	2.3
COCC(C)NS(=O)(=O)c1ccc(OC)cc1 (stereo not drawn)	-8	-13	0	-4	-0.9	-1	·	-2.4	4.1	1.6
COc1ccc(C(=O)NCc2ccc3c(c2)CCO3)cc1	-1	-17	2	0	-0.4	-1	2	-1.5	4.2	1.9
Cc1onc(-c2c(F)cccc2Cl)c1C(=O)NC1=NCCS1	3	2	2	-1	·	4	·	-2.9	-2.1	1.3
COc1ccccc1OCCNC(=O)C(CCSC)NS(=O)(=O)c1ccccc1F (stereo not drawn)	-16	-9	-3	4	1.0	8	-2	-1.4	2.0	4.7
Cc1cccc(C2=NN(c3ccccc3)[C@@H](C(=O)N3CCOC3=O)[C@@H]2c2ccccc2)c1	-22	-13	0	-3	1.5	-1	-1	-0.7	0.9	1.9
O=C(CN(C1CCCCC1)S(=O)(=O)c1ccc(Br)cc1)NCc1ccncc1	10	-11	2	1	0.0	11	-1	-0.3	2.4	3.2
CCOC(=O)C1(Cc2ccccc2C)CCCN(C(=O)COC)C1 (stereo not drawn)	-10	13	-4	0	-0.1	·	25	0.3	3.2	-0.8
CCOC(=O)c1c(N)nn(C(=O)C(C)C)c1-c1ccc(OC)cc1	-2	2	9	-7	-1.7	-4	-6	0.4	-0.2	0.9
Cc1ccc(NC(=O)c2ccc3c(=O)n4c(nc3c2)CCCCC4)nc1	21	6	9	1	-2.1	-6	14	-0.3	0.3	0.2
O=C(Cn1[nH]c(=O)c2ccccc2c1=O)NC1CCCCCC1	-3	-14	0	0	0.1	-5	·	2.3	3.6	3.8
Cc1ccc(CC(=O)NC2CCN(Cc3ccccc3)CC2)cc1	4	-12	-3	-2	0.0	1	-3	0.3	2.7	2.9
CC(C)c1nc(CNC(=O)C2CCC(=O)N(Cc3ccc(Cl)cc3)C2)no1 (stereo not drawn)	11	-14	-6	0	-2.0	5	1	1.6	1.9	-0.5
Nc1c(C(=O)NCCc2ccccc2)nnn1Cc1ccc(Br)cc1F	-18	-14	-1	0	-1.0	-14	-4	-3.3	1.3	1.7
N/C(=N\OC(=O)c1ccccc1[N+](=O)[O-])c1cccnc1	·	-8	3	1	0.2	-7	·	1.1	3.5	0.9
COc1ccc(NS(=O)(=O)c2ccc(NC(=O)c3ccc(Br)cc3)cc2)nn1	-13	1	6	2	-4.5	13	0	5.3	2.7	4.8
Cc1ccc2nc3c(cc2c1)c(C)nn3-c1ccccc1	-15	-37	-6	-16	-0.9	3	3	2.0	-0.6	-1.4
COc1ccc(C(=O)c2cn[nH]c2-c2cc(Cl)ccc2O)cc1	-14	-25	-5	-2	-1.5	-11	-3	-2.4	0.7	2.0
COc1ccc(CCNC(=O)CSc2nc(=O)[nH]c3c2CCC3)cc1OC	8	-6	-6	-3	-0.4	-2	-1	1.1	-0.3	-1.3
NS(=O)(=O)c1ccc(NC(=O)COC(=O)c2cc(Cl)ccc2[N+](=O)[O-])cc1	4	-7	3	3	-1.4	4	-1	0.0	1.8	2.8
Cc1ccc(S(=O)(=O)N(C)C)cc1NC(=O)C(C)Sc1ccccc1 (stereo not drawn)	·	11	-2	-1	-0.1	2	-1	1.4	1.4	3.5
Nc1c(C(=O)Nc2ccccc2Cl)nnn1-c1ccc2c(c1)OCCO2	-52	-14	-4	-1	0.6	3	18	0.9	2.5	4.4
Cc1ccc(Nc2nc(N)nc(CN3CCN(Cc4ccc5c(c4)OCO5)CC3)n2)cc1Cl	·	-13	-2	2	-2.4	-14	·	-4.2	-4.9	-0.2
Cc1ccc(NC(=O)CN2C(=O)S/C(=C\c3cc(Cl)c(OCC(=O)O)c(Cl)c3)C2=O)cc1	-10	-7	1	4	-1.1	1	-3	-0.7	-2.3	1.0
Cc1nn(C)c(C)c1NC(=O)COc1ccc(Cl)cc1	2	-10	0	0	1.1	-3	-1	0.0	-1.2	2.7
CC1=NN(Cc2ccccc2)C(=O)/C1=C\c1ccc(N(C)C)cc1	7	7	20	30	0.1	8	·	-3.1	-0.2	0.4
Cc1ccc(NCC2(N=Cc3ccccc3)OC(CO)C(O)C2O)cc1 (stereo not drawn)	-5	-10	10	0	-3.1	0	2	·	·	-1.1

Some of the entries so far, with two lines to a compound.
The line under a structure holds: PfHsp90 set2 | PvdQ acylase | Tat transport | DAGLB inhibitor | CAL PDZ FP | Rtt109 HAT inh | Wnt bcat act | Ecoli viability | AddAB inh | phage Ecoli inh
> Cc1ccc(S(=O)(=O)N(C)C)cc1NC(=O)C(C)Sc1ccccc1 (stereo not drawn)
    · | 11 | -2 | -1 | -0.1 | 2 | -1 | 1.4 | 1.4 | 3.5
> CC1=NN(Cc2ccccc2)C(=O)/C1=C\c1ccc(N(C)C)cc1
    7 | 7 | 20 | 30 | 0.1 | 8 | · | -3.1 | -0.2 | 0.4
> NS(=O)(=O)c1ccc(NC(=O)COC(=O)c2cc(Cl)ccc2[N+](=O)[O-])cc1
    4 | -7 | 3 | 3 | -1.4 | 4 | -1 | 0.0 | 1.8 | 2.8

(further entries)
SMILES	PfHsp90 set2	PvdQ acylase	Tat transport	DAGLB inhibitor	CAL PDZ FP	Rtt109 HAT inh	Wnt bcat act	Ecoli viability	AddAB inh	phage Ecoli inh
O=C(O)CN1C(=O)/C(=C\c2cc(Br)ccc2OCc2ccc(Cl)cc2Cl)SC1=S	-6	-9	22	9	-4.0	3	·	1.1	0.1	·
Cc1ccc(-c2nnc3n2N=C(c2ccccc2)CS3)cc1	-8	9	2	2	-2.4	7	1	0.5	1.1	2.1
COc1ccc(C(CNC(=O)c2ccc(NS(=O)(=O)c3ccc4c(c3)OCCO4)cc2)N(C)C)cc1 (stereo not drawn)	·	-30	-7	2	-3.5	6	-1	-1.8	2.7	1.1
COc1ccc(S(=O)(=O)N(C)C[C@H]2Oc3c(NC(=O)C4CC4)cccc3C(=O)N([C@H](C)CO)C[C@@H]2C)cc1	-16	-2	10	-3	0.2	9	8	-0.4	0.6	0.6
O=C(N/N=C/c1ccc([N+](=O)[O-])o1)c1ccc(NS(=O)(=O)c2cccs2)cc1	5	4	-5	2	0.1	1	1	7.8	11	5.6
